Screening results (PubChem)
OTUD3 block = inhibitors of human OTUD3 deubiquitinase; OTU domain-containing protein 3 (Homo sapiens), Q5T2D3; purified OTUD3, Ub-rhodamine fluorescence, 2 h; inhibition, % at 25 µM; 47,000 compounds, 0.7% hits
USP17 block = inhibitors of human USP17 deubiquitinase. 47,000 compounds, 6.5% hits. Ubiquitin carboxyl-terminal hydrolase 17-like protein 5 (Homo sapiens), A8MUK1. inhibition, % at 50 µM. purified USP17, Ub-rhodamine cleavage fluorescence, 3 h. AID 1645855, 2021
UCHL1 block = inhibitors of human UCHL1 deubiquitinase. purified UCHL1, Ub-rhodamine cleavage fluorescence. inhibition, % at 20 µM. 47,000 compounds, 0.2% hits. AID 1645859, 2021
Target sequence (P09936 whole entry, looked up): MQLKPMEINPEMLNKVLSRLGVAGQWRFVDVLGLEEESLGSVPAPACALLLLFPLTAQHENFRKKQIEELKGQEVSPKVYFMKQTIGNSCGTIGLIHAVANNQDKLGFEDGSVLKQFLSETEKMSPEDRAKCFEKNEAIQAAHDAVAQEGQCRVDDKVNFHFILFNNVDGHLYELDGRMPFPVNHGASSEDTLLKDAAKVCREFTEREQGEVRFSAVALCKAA
USP30 block = inhibitors of human USP30 deubiquitinase. 47,000 compounds, 5.3% hits. Ubiquitin carboxyl-terminal hydrolase 30 (Homo sapiens), Q70CQ3. purified USP30, Ub-rhodamine cleavage fluorescence. AID 1645860, 2021. inhibition, % at 25 µM
USP10 block = inhibitors of human USP10 deubiquitinase. purified USP10, Ub-rhodamine fluorescence, 60 min. inhibition, % at 20 µM. 47,000 compounds, 1.1% hits
USP28 inh = inhibitors of human USP28 deubiquitinase; purified USP28, Ub-rhodamine cleavage fluorescence, 30 min; 47,000 compounds, 3% hits; AID 1645857, 2021; inhibition, % at 25 µM
USP8 inh = inhibitors of human USP8 deubiquitinase | Ubiquitin carboxyl-terminal hydrolase 8 (Homo sapiens), P40818 | 47,000 compounds, 4.2% hits | inhibition, % at 20 µM | purified USP8, Ub-rhodamine cleavage fluorescence, 30 min
USP7 block = inhibitors of human USP7 deubiquitinase | Ubiquitin carboxyl-terminal hydrolase 7 (Homo sapiens), Q93009 | purified USP7, Ub-rhodamine cleavage fluorescence | inhibition, % at 20 µM | 47,000 compounds, 0.3% hits | AID 1645854, 2021
An asterisk follows results filed as active. Rule as the data show it: active = inhibition above about 30%; inactive = the rest. Some of the compounds tested. The share of hits here may be higher or lower than overall.

SMILES	OTUD3 block	USP17 block	UCHL1 block	USP30 block	USP10 block	USP28 inh	USP8 inh	USP7 block
Cc1ccc(NC(=O)N2CCc3[nH]cnc3C2c2ccncc2)c(Cl)c1 (centres undefined)	-5	-1	-2	1	2	-11	-4	1
O=C(COc1ccc2ccccc2c1)N1CC(c2nc(C3CC3)no2)C1	-4	-11	0	-1	1	-5	-1	-2
Cc1ccc(NC(=O)N2CCC3(C2)C(=O)Nc2ccccc23)cc1 (centres undefined)	4	2	1	9	1	14	12	-13
CN(C1CCCCC1)S(=O)(=O)N1CCCC(C(=O)NCc2ccc3c(c2)OCO3)C1 (centres undefined)	-4	-6	1	2	4	-1	-2	-5
C[C@H]1[C@H](C)CC[C@]2(C(=O)O[C@@H]3O[C@H](CO[C@@H]4O[C@H](CO)[C@@H](O[C@@H]5O[C@@H](C)[C@H](O)[C@@H](O)[C@H]5O)[C@H](O)[C@H]4O)[C@@H](O)[C@H](O)[C@H]3O)CC[C@@]3(C)C(=CC[C@@H]4[C@@]5(C)C[C@@H](O)[C@H](O)[C@@](C)(CO)[C@@H]5CC[C@]43C)[C@H]12	4	-27	1	10	-3	1	0	-1

One compound at a time (already shown). Order of values: OTUD3 block | USP17 block | UCHL1 block | USP30 block | USP10 block | USP28 inh | USP8 inh | USP7 block
C[C@H]1[C@H](C)CC[C@]2(C(=O)O[C@@H]3O[C@H](CO[C@@H]4O[C@H](CO)[C@@H](O[C@@H]5O[C@@H](C)[C@H](O)[C@@H](O)[C@H]5O)[C@H](O)[C@H]4O)[C@@H](O)[C@H](O)[C@H]3O)CC[C@@]3(C)C(=CC[C@@H]4[C@@]5(C)C[C@@H](O)[C@H](O)[C@@](C)(CO)[C@@H]5CC[C@]43C)[C@H]12 as listed: 4 | -27 | 1 | 10 | -3 | 1 | 0 | -1
Cc1ccc(NC(=O)N2CCc3[nH]cnc3C2c2ccncc2)c(Cl)c1 (centres undefined) as listed: -5 | -1 | -2 | 1 | 2 | -11 | -4 | 1

3 entries from above, arranged by the value under UCHL1 block, lowest first:
Molecule | UCHL1 block
Cc1ccc(NC(=O)N2CCc3[nH]cnc3C2c2ccncc2)c(Cl)c1 (centres undefined) | -2
O=C(COc1ccc2ccccc2c1)N1CC(c2nc(C3CC3)no2)C1 | 0
C[C@H]1[C@H](C)CC[C@]2(C(=O)O[C@@H]3O[C@H](CO[C@@H]4O[C@H](CO)[C@@H](O[C@@H]5O[C@@H](C)[C@H](O)[C@@H](O)[C@H]5O)[C@H](O)[C@H]4O)[C@@H](O)[C@H](O)[C@H]3O)CC[C@@]3(C)C(=CC[C@@H]4[C@@]5(C)C[C@@H](O)[C@H](O)[C@@](C)(CO)[C@@H]5CC[C@]43C)[C@H]12 | 1
